Vif-APOBEC3G blk = Vif-A3G binding inhibition; Potency, µM (highest dose often 46.1 µM), for the others: at the top dose activity, negative = active, actives largely listed as inhibitors; HeLa A3G-eYFP + Vif (tagged APOBEC3G with the HIV-1 protein that degrades it), YFP fluorescence, overnight; AID 602310; Q9HC16; 0.076% of 410,000 active;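 note: potency is the fitted concentration of half-maximal effect; % is set by controls: 0 for no effect and ±100 for the full control effect; nearly all actives have a fitted effect of over 60% in size; hits raise eYFP signal because A3G escapes Vif-driven loss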
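Read-out is eYFP fluorescence (Ex 488/Em 500-530) from Vif-expressing HeLa A3G-eYFP cells; more signal means A3G escaped Vif-mediated degradation. Cells plated overnight, compound pinned in, incubated overnight at 37 deg C.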
LDHA block = inhibitors of human lactate dehydrogenase A. P00338. 0.15% of 480,000 active. purified LDHA, NADH/diaphorase-resazurin fluorescence; stronger effect = lower value. activity change, % (values are at about 110 or 230 µM); in the data active = activity change below about -30%; inconclusive = mostly about -25% to -30%;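 note: plate controls were DMSO wells for no effect and wells without enzyme for full effect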
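Human LDH5 (2 nM) was incubated with 0.06 mM NADH and 0.2 mM pyruvate for 5 min at room temperature in Tris pH 7.4. Remaining NADH was coupled through diaphorase/resazurin, and resorufin fluorescence was read at 0 and 20 min.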
D1 ag = activates the human D1 dopamine receptor. 1% of 360,000 active. P21728. activation, % at 2 µM. HEK293 T-REx D1 cells, calcium flux, agonist mode; in the data active = activation above about 30%; note: 0% is about no effect
Target sequence (P21728 whole entry, looked up): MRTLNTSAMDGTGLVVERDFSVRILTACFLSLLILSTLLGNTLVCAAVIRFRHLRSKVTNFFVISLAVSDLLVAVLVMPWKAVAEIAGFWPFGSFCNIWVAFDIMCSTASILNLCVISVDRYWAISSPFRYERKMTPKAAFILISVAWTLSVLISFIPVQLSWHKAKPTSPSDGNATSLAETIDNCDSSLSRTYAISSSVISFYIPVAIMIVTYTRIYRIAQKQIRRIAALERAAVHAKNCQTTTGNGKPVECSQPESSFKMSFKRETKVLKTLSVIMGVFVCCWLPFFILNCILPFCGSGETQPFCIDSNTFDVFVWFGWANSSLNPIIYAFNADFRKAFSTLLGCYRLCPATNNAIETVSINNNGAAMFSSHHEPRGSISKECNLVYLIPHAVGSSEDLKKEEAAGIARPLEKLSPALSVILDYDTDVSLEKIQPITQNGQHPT
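Inducible HEK293 T-REx D1 cells, force-coupled to calcium signalling, were plated at 4000 cells/well with tetracycline and held overnight at 30 C. After no-wash calcium dye loading, compound-evoked calcium rise over 180 s flagged agonists.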
RXFP1 ag = agonists of human relaxin receptor RXFP1. Q9HBX9. HEK293T-RXFP1 cAMP TR-FRET, 30 min; response scale: percent of porcine relaxin response, buffer zero. Potency, µM (top dose mostly 57.5 µM), for inactives: at the highest dose activation, actives largely listed as activators. 0.3% of 370,000 active. AID 2676; note: potency is the fitted concentration of half-maximal effect; % is set by controls: 0 for no effect and ±100 for the full control effect; nearly all actives have a fitted effect of over 60% in size; many of its hits are not listed in these tables
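Agonist response is measured as cAMP accumulation in an RXFP1-transfected HEK293T line under PDE4 inhibition. Values are scaled between buffer-only and 29 nM porcine relaxin, and EC50s come from standard Hill equation fits.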
D2 potentiator = D2 dopamine receptor (human) potentiation | P14416 | HEK293 T-REx D2, calcium flux, EC20 dopamine potentiation | potentiation, % at 10 µM | 0.34% of 340,000 active;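 active = potentiation over 3 SD above the plate norm, cut at about 30% in these data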; note: 0% is about no effect
Target sequence (P14416 whole entry, looked up): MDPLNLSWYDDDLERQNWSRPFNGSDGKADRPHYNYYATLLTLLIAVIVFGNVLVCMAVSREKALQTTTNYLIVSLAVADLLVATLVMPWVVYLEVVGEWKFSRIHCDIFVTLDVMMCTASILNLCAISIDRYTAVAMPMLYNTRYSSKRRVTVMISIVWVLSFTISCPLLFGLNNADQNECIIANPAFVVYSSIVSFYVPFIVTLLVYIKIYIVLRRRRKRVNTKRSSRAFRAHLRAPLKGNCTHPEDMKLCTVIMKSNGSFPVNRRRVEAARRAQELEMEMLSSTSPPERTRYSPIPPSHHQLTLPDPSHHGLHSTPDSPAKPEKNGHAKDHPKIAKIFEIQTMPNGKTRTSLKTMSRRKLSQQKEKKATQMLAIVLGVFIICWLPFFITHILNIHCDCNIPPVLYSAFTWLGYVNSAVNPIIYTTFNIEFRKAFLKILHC
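Tetracycline-induced HEK293 T-REx cells force-coupled to calcium signalling expressed D2; compounds were pin-added after a 10 s baseline, read kinetically 180 s, then an EC20 dopamine challenge followed with a further 180 s calcium read.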
GRP78 ERSR act = induces the endoplasmic reticulum stress response in human glioma cells | U87-MG GRP78 promoter luciferase reporter, 16 h | Potency, µM, inactives show at the highest dose activation, most hits filed as activators | 0.02% of 420,000 active; note: potency is the fitted concentration of half-maximal effect; series mostly up to about 76 µM; % of control where 0% means no effect; nearly all actives have a fitted effect of over 35% in size
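ERSR induction read as luciferase luminescence (Bright-Glo, 10 min at room temperature) in stably transfected human U87-MG glioma cells exposed to compounds for 16 h, using GRP78 as sensor.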
D1 antag = human D1 dopamine receptor antagonism. activity change, negative = inhibition, % at 10 µM. HEK293 TREx D1 cells, calcium flux, dopamine EC80; stronger effect = lower value. 3.2% of 360,000 active. P21728; in the data active = activity change below about -30%; note: % is set by controls: 0 for no effect and ±100 for the full control effect
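Allosteric or orthosteric antagonism assessed as attenuation of the calcium response to EC80 dopamine, added 180 s after compound, in induced HEK293 Trex D1 cells loaded with no-wash calcium dye.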
Vif-A3F inh = blocks the Vif interaction with APOBEC3F. HeLa A3F-eYFP + Vif (tagged APOBEC3F with the HIV-1 protein that degrades it), YFP fluorescence increase. Potency, µM (series often up to 46.1 µM), for the others: at the highest dose activity, negative = active. 0.2% of 390,000 active; note: potency is the fitted concentration of half-maximal effect; % of control where 0% means no effect; nearly all actives have a fitted effect of over 65% in size
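HeLa cells stably expressing A3F-eYFP plus Vif, plated and incubated overnight at 37 deg C, then exposed to compounds overnight at 37 deg C. Blocked degradation read as raised yellow fluorescence (Ex 488/Em 500-530).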
D1 PAM = potentiators of human D1 dopamine receptor. HEK293 TREx D1 cells, calcium flux, dopamine EC20 potentiation. potentiation, % at 10 µM. 0.036% of 360,000 active. AID 504651; in the data active = potentiation above about 30%; note: 0% is about no effect
* marks the source's active call; other numbers are inactive results; ? = inconclusive; . = no result given; & = joins results of further samples. Unless noted, calls come from the whole dose curve; as a rule, active = well fitted curve in the direction sought with a large enough effect; inconclusive = small, poorly fitted or top-dose-only effect, or another doubt; inactive = no such curve, though single readings can be large; an effect the other way counts as inactive or inconclusive. A portion of the library. The share of hits here may be higher or lower than overall.

cpd	compound	D1 ag	RXFP1 ag	LDHA block	D1 antag	D1 PAM
1	CCO/C=C1\C(=O)N(c2ccc(OCC)cc2)C(=O)c2ccccc21	4.3	3.6%	-1.5	-1.8	-1.8
2	COc1ccc(-c2sc3cc(OC)c(OC)cc3c2C#CCCO)cc1	1.9	1.9%	-0.7	.	2.5
3	Cc1ccc(S(=O)(=O)N2[C@@H](c3ccc(F)cc3)C(C(=O)O)=CC[C@H]2c2ccc(Cl)cc2)cc1	0.5	0.7%	-4.2	-0.8	5.7
4	O=C(O)CSc1nnc(COc2ccc(Br)cc2)n1-c1ccccc1	0.8	-2.1%	-6.6	-7.1	-5.2
5	CS(=O)(=O)Nc1ccc(C2=NN(S(C)(=O)=O)C(c3ccccc3)C2)cc1 (stereo not given)	2.3	0.4%	-1.0	-3.7	-7.0
6	CC(=NCCCN(C)C)C1=C(O)c2ccccc2C1=O	-0.7	0.4%	1.0	-6.8	-1.9
7	COc1ccc(OCC(O)CNS(=O)(=O)c2cccs2)cc1 (stereo not given)	3.4	0.8%	-2.6	-4.8	-7.8
8	Cc1ccc(C(=O)C[n+]2cc(-c3ccc(C)cc3)n3c2CCCCC3)cc1	1.6	-2.7%	-1.4	1.0	-0.5

cpd	GRP78 ERSR act	D2 potentiator	Vif-APOBEC3G blk	Vif-A3F inh
1	-0.5%	-0.4	1.6%	-2.0%
2	-4.3%	-5.0	1.3%	2.1%
3	0.4%	-8.3	-1.1%	1.2%
4	-2.1%	-1.7	-1.0%	8.4%
5	-0.4%	5.1	0.0%	?
6	2.1%	-12.8	7.1%	0.0%
7	-4.7%	.	7.6%	2.1%
8	-2.6%	2.3	-6.0%	0.7%

(listing goes on)
cpd	compound	D1 ag	RXFP1 ag	LDHA block	D1 antag	D1 PAM
9	O=C(CS(=O)(=O)c1ccccc1)NCc1ccco1	2.7	1.9%	-0.7	2.0	-0.7
10	CC(C)CN(CCCNC(=O)CN1C(=O)COc2ccc(S(=O)(=O)N3CCOCC3)cc21)CC(C)C	1.5	0.3%	0.3	-10.0	-0.8
11	COc1ccc2c(CC(=O)OCC(=O)c3ccc(F)cc3)coc2c1	9.7	2.1%	-5.4	5.7	0.3
12	CCOc1ccccc1-c1ccc(C(=O)NCc2ccccc2)o1	-0.2	0.4%	2.8	-25.8	-5.0
13	COC(=O)c1cc2ccsc2n1CC(=O)N1CCCc2ccccc21	3.7	5.2%	2.2	6.3	17.8
14	CNc1nc(SCC(=O)OC)nc(N2CCOCC2)n1	-0.6	-0.3%	-15.4	4.4	6.1
15	CC(C)(C)c1cc(CNC2CS(=O)(=O)C[C@@H]2O)cc(C(C)(C)C)c1O (stereo not given in full)	2.7	1.2%	1.5	6.6	2.6
16	CCOc1ccc(CN2CCN(c3ncnc4scc(-c5ccccc5)c34)CC2)cc1	2.0	-0.6%	-3.5&4.4	-16.5	-2.1

cpd	GRP78 ERSR act	D2 potentiator	Vif-APOBEC3G blk	Vif-A3F inh
9	-0.1%	3.2	-0.4%	-8.6%
10	-4.7%	6.0	0.9%	5.4%
11	-4.6%	1.0	1.8%	.
12	3.9%	.	-4.1%	2.3%
13	-1.1%	.	-0.6%	-0.4%
14	-1.6%	14.5	0.3%	-10.6%
15	-6.7%	1.2	0.4%	.
16	-3.2%	-11.1	0.0%	0.6%

Next part:
cpd	compound	D1 ag	RXFP1 ag	LDHA block	D1 antag	D1 PAM
17	CCN(c1ccccc1)S(=O)(=O)c1ccc(C(=O)Nc2ccncc2)cc1	9.7	0.1%	-0.8	-6.6	-4.0
18	COc1ccc(N=Nc2ccc(CO)cc2)cc1	.	.	-0.8	.	.
19	CCOC(=O)C1CCN(C(=O)Cn2c(-c3cccs3)cc3cc(Cl)ccc32)CC1	1.2	4.2%	-4.4	-25.5	-2.3
20	Cc1cc(CNC(=O)COc2ccccc2)c2ccccc2n1	14.1	0.2%	-6.3&-6.5	-35.4*	2.7
21	O=C(O)c1ccccc1SC1CC(=O)N(c2ccccc2)C1=O (stereo not given)	1.4	1.0%	-3.9	-0.7	-8.6
22	Cc1nn(C)c(C(=O)Sc2ccccc2)c1[N+](=O)[O-]	0.1	-0.2%	-16.9	-2.4	2.8
23	O=C(c1ccc(CSc2ccccc2)cc1)N1CCN(c2ccccc2)CC1	4.2	-0.4%	-1.0	3.9	-5.3
24	Cn1ccnc1SCC(=O)Nc1cccc(C#N)c1	.	.	-1.6	.	.

cpd	GRP78 ERSR act	D2 potentiator	Vif-APOBEC3G blk	Vif-A3F inh
17	-4.2%	7.0	0.1%	-13.5%
18	-8.2%	.	1.0%	-1.2%
19	5.8%	3.4	-4.2%	7.0%
20	5.0%	20.2	-0.5%	-0.1%
21	-2.9%	-5.1	0.4%	-7.5%
22	-10.8%	10.4	-1.4%	-1.4%
23	0.1%	-17.7	-4.3%	-23.8%
24	-1.1%	.	-18.5%	-1.9%

Next part.
cpd	compound	D1 ag	RXFP1 ag	LDHA block	D1 antag	D1 PAM
25	Cc1cc(N=Nc2ccc(Cl)cc2)cc(CN2CCCC2)c1O	-0.5	-0.1%	-19.3	-14.8	-8.1
26	Cc1nc2ccc(S(=O)(=O)NCC(=O)N3CCc4ccccc4C3)cc2s1	-2.2	3.4%	-2.2	11.7	0.9
27	CCCC(=O)Nc1ccc2oc(-c3cncc(Br)c3)nc2c1	3.6	1.5%	-1.5&-9.8	-2.5	-3.5
28	COc1cccc(NS(=O)(=O)c2ccc3c(c2)n(C)c(=O)c(=O)n3C)c1	-0.6	7.3%	-3.7	-3.1	-0.9
29	CCOP(=O)(OCC)C(Nc1cccc(C(F)(F)F)c1)c1ccc(Br)cc1 (stereo not given)	1.8	1.2%	.	9.5	-2.5
30	Cc1oc2cc3oc(=O)c(CCC(=O)N(C)CC(=O)O)c(C)c3cc2c1C	2.4	6.7%	-0.8	3.1	-2.0
31	C[C@H](NC(=O)c1nc[nH]c1C(=O)N1CCN(C(=O)OC(C)(C)C)CC1)c1ccccc1	-0.5	0.4%	0.2	2.6	12.4
32	Cc1cc2cc(C)c3nnc(SCC(=O)NCc4ccc5c(c4)OCO5)n3c2cc1C	.	2.2%	0.0	.	.

cpd	GRP78 ERSR act	D2 potentiator	Vif-APOBEC3G blk	Vif-A3F inh
25	2.0%	-10.7	-8.2%	4.0%
26	-6.8%	17.2	2.3%	-0.2%
27	-3.2%	7.7	-0.5%	-3.2%
28	-1.1%	-22.8	-0.9%	-2.3%
29	.	.	.	.
30	-4.2%	12.1	-0.2%	-5.7%
31	-1.7%	-5.4	-9.0%	2.1%
32	-3.9%	.	-1.1%	-3.0%

Carrying on:
cpd	compound	D1 ag	RXFP1 ag	LDHA block	D1 antag	D1 PAM
33	CCCS(=O)(=O)c1nc(S(=O)(=O)c2ccc(C)cc2)c(N2CCOCC2)s1	1.0	7.0%	-1.6	3.2	5.4
34	O=C(CN1C(=O)NC2(CCCCC2)C1=O)Nc1nc2c(F)cc(F)cc2s1	3.2	0.2%	-3.4	-7.1	-1.9
35	Cc1nn(CC(=O)c2ccccc2)c(=O)c2nn(-c3ccccc3F)c(C)c12	-1.1	3.8%	-6.2	-15.2	0.8
36	O=c1cc(-c2ccccc2)c2ccc3c(c2o1)CN(Cc1ccccc1)CO3	3.5	6.9%	-7.6	-3.3	-1.2
37	COc1cc(OC)c(OC)cc1CN1CCCC(C(=O)c2ccc3c(c2)OCO3)C1 (stereo not given)	0.8	0.4%	0.5	-9.8	-4.8
38	CC(=O)c1cc2c(cc1NC(=O)CSc1ccc(S(=O)(=O)N(C)C)cn1)OCO2	1.8	3.9%	5.4	-6.7	-5.4
39	COc1ccc(C(=O)NCCSCc2ccc(Cl)cc2)cc1OC	4.0	-1.1%	-6.0	-15.3	-7.5
40	Cc1ccc(NC(=O)NC2C(NC(=O)Nc3ccc(C)cc3)N(C)C(=O)N2C)cc1 (stereo not given)	4.1	2.4%	-6.0	-7.7	-6.6

cpd	GRP78 ERSR act	D2 potentiator	Vif-APOBEC3G blk	Vif-A3F inh
33	-4.6%	2.5	-3.4%	-3.4%
34	-0.1%	11.2	-8.9%	-17.0%
35	-2.2%	.	0.4%	0.8%
36	-3.2%	-32.0	-3.1%	1.2%
37	-4.0%	-32.6	0.1%	2.2%
38	-6.3%	11.3	0.4%	-4.4%
39	-3.7%	4.7	5.5%	10.1%
40	-1.0%	3.6	1.5%	-8.0%

Carrying on:
cpd	compound	D1 ag	RXFP1 ag	LDHA block	D1 antag	D1 PAM
41	CCOc1cc(/C=N/NC(=O)CSc2nncn2C)ccc1OCc1cccc(C)c1	0.7	0.2%	-1.3	-6.3	-3.8
42	CCOc1cccc(NC(=O)C2CC(=O)N(C)C(=Nc3ccc(OC)cc3)S2)c1 (stereo not given)	4.2	0.8%	-6.1	0.3	-0.5
43	CCOC(=O)c1c(NC(=O)C2c3ccccc3Oc3ccccc32)sc(C)c1C	1.3	-0.1%	-2.5	7.1	-2.8
44	NC(=S)N/N=C1\CCOc2ccc(F)cc21	-0.7	-3.0%	-3.0	2.3	0.1

cpd	GRP78 ERSR act	D2 potentiator	Vif-APOBEC3G blk	Vif-A3F inh
41	-0.4%	0.6	-0.8%	-7.2%
42	-4.7%	.	-4.7%	-0.3%
43	-2.0%	3.2	-2.9%	0.0%
44	0.3%	5.9	-4.5%	?

Entries from the list above containing a tert-butyl group:
cpd	compound	D1 ag	RXFP1 ag	LDHA block	D1 antag	D1 PAM
15	CC(C)(C)c1cc(CNC2CS(=O)(=O)C[C@@H]2O)cc(C(C)(C)C)c1O (stereo not given in full)	2.7	1.2%	1.5	6.6	2.6
31	C[C@H](NC(=O)c1nc[nH]c1C(=O)N1CCN(C(=O)OC(C)(C)C)CC1)c1ccccc1	-0.5	0.4%	0.2	2.6	12.4

cpd	GRP78 ERSR act	D2 potentiator	Vif-APOBEC3G blk	Vif-A3F inh
15	-6.7%	1.2	0.4%	.
31	-1.7%	-5.4	-9.0%	2.1%
